Assay outcomes: PubChem BioAssay, The Scripps Research Institute Molecular Screening Center
ADAM17 inh: ADAM17 inhibitors, primary screen, biochemical, QFRET; Disintegrin and metalloproteinase domain-containing protein 17 (Homo sapiens), P78536; recombinant ADAM17, EDANS/DABCYL FRET peptide cleavage; inhibition, % at 6.95 µM; hit rate 0.83% among 370,000;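 active means inhibition above the mean of compounds lying between control limits plus 3 SD, set per campaign, cut at about 8.5% in these data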;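 further: 0% = DMSO-only wells as the low control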
PLC-gamma1 inh: PLC-gamma1 enzyme inhibitors, primary screen, biochemical, fluorescence, purified enzyme. 1-phosphatidylinositol 4,5-bisphosphate phosphodiesterase gamma-1 (Homo sapiens), P19174. fluorogenic substrate. inhibition, % at 12.2 µM. hit rate 0.84% among 370,000. AID 720700, 2013; in the data active means inhibition above about 9.5%
ARFGAP1 inhibitor: inhibitors of rat ARFGAP1 GAP activity, primary screen, biochemical, fluorescence polarization, GDP tracer | Arfgap1-stimulated ARF1 GTP hydrolysis, GDP FP detection | inhibition, % at 16.5 µM | hit rate 0.26% among 360,000 | AID 651572, 2012;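 active means inhibition above a per-plate limit, mean inhibition of low control wells plus 3 SD, cut at about 25% in these data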;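 further: 0% = DMSO wells with enzyme and 100% = wells lacking Arfgap1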
Target sequence (Q62848 1-136 limits assumed): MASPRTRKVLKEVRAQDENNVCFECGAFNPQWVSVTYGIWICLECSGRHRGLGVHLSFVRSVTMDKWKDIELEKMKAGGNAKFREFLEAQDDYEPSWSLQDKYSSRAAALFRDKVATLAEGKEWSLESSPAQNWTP
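Assay system: Rat Arfgap1 GAP domain (His6, aa 1-136), purified enzyme | Buffer or medium: HEPES 25 mM pH 7.5, NaCl 150 mM, MgCl2, DTT | Schedule: GTP hydrolysis reaction 2 h at 25 °C | Signal: FP of antibody-bound GDP Alexa 633 tracer, ex 620/em 688 nm | Measure: Percent inhibition of Arfgap1-stimulated GTP hydrolysis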
proKLK7 act: proKLK7 zymogen activators, primary screen, biochemical, fluorescence intensity; Kallikrein-7 (Homo sapiens), P49862; purified proKLK7, EDANS-DABCYL substrate fluorescence; 100% is mature enzyme control, 0% vehicle; activation, % at 7 µM; hit rate 0.9% among 370,000;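 active means activation above the mean of all tested compounds plus 3 SD, computed per campaign excluding outliers beyond control limits, cut at about 13% in these data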
DDE Tn6 FP inh: inhibitors of Tn6 peptide binding to fibrin DD(E), primary screen, biochemical, fluorescence polarization, human fibrin, Tn6 probe; Fibrinogen beta chain (Homo sapiens), P02675; Fibrin DD(E) TRITC-Tn6 fluorescence polarization displacement; inhibition, % at 8.3 µM; hit rate 0.21% among 370,000;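 active means inhibition above a per-campaign cutoff: mean of compounds within control limits plus 3 SD, cut at about 15% in these data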;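 further: 0% = median of all compound wells on the plate and 100% = blocking peptide control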
Target sequence (P02675 whole entry, looked up): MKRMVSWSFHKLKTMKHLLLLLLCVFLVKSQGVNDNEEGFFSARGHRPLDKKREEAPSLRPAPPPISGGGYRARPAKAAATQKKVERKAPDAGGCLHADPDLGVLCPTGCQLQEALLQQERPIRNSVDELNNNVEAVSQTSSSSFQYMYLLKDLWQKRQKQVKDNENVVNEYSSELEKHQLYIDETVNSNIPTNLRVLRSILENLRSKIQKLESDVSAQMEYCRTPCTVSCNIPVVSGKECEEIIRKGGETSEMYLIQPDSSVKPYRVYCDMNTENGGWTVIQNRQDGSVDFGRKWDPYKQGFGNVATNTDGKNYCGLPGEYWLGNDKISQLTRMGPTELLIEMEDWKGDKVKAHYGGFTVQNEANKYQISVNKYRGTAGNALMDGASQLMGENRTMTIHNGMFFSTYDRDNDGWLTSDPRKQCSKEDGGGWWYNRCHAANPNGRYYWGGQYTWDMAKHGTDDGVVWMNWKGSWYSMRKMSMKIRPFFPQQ
LEDGF integ inh: blockers of LEDGF/p75-dependent integrase strand transfer – biochemical, TR-FRET, high throughput, primary screen. HIV-1 integrase (with human LEDGF/p75). TR-FRET IN-LEDGF/p75 DNA integration, Eu/Cy5. inhibition, % at 3.7 µM. hit rate 0.64% among 370,000;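 active means inhibition above the screen-wide mean plus 3 SD, cut at about 13% in these data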;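 further: signal is the Cy5 over europium emission ratio at 671 and 618 nm; 0% = plate median of compound wells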
TDP2 absorb: human TDP2 enzyme inhibitors, primary screen, biochemical, epi absorbance, recombinant enzyme | inhibition, % at 12.8 µM | Tyrosyl-DNA phosphodiesterase 2 (Homo sapiens), O95551 | hit rate 0.34% among 370,000 | T5PNP hydrolysis, p-nitrophenol absorbance 415 nm | AID 720702, 2013;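 active means inhibition above the mean of all tested compounds plus 3 SD, set per campaign, cut at about 25% in these data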;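 further: 0% = DMSO with enzyme and 100% = buffer with substrate but no TDP2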
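Test system: Human TDP2 enzyme | Reagent: 5 mM T5PNP | Compound dosing: 12.8 µM single point, 1% DMSO | Incubation: Enzyme reaction with compound for 2 h at 37 °C | Technique: p-Nitrophenol epi absorbance | Read-out: % inhibition relative to enzyme-containing and enzyme-free wells | Benchmarks: High control without enzyme, low control DMSO plus TDP2 | Replicates: Singlicate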
ASAP1 GAP inh: inhibitors of human ASAP1 ArfGAP activity, primary screen, biochemical, fluorescence polarization | hit rate 0.19% among 360,000 | Arf-GAP with SH3 domain, ANK repeat and PH domain-containing protein 1 (Homo sapiens), … | ASAP1-stimulated ARF1 GTP hydrolysis, GDP FP detection | inhibition, % at 16.5 µM; in the data active means inhibition above about 25%;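 further: 0% = vehicle with enzyme and substrate and 100% = no enzyme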
Target sequence (Q9ULH1 325-724 limits assumed): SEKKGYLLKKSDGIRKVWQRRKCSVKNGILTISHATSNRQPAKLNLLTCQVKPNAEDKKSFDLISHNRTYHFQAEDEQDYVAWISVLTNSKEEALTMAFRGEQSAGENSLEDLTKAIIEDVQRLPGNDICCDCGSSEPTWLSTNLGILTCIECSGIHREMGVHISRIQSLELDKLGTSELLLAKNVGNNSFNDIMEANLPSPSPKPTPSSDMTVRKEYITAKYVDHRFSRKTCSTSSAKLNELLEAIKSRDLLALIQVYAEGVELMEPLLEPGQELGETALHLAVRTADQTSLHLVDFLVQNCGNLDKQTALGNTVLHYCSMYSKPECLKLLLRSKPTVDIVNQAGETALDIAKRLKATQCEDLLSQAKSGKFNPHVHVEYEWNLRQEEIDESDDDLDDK
ADAM10 inh: human ADAM10 inhibitors, primary screen, biochemical, QFRET, HTS. inhibition, % at 7 µM. hit rate 0.62% among 370,000. Disintegrin and metalloproteinase domain-containing protein 10 (Homo sapiens), O14672. recombinant ADAM10, EDANS/DABCYL FRET peptide cleavage, 3 h;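 active means inhibition above a per-campaign cutoff equal to the mean of compounds falling between control-based bounds plus 3 SD, cut at about 20% in these data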;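 further: 0% = DMSO wells while the 100% control is not disclosed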
Tn7 DDE FP: inhibitors of Tn7 peptide binding to fibrin DD(E), primary screen, biochemical, fluorescence polarization, human fibrin, Tn7 probe | hit rate 0.13% among 370,000 | inhibition, % at 8.3 µM | AID 720508, 2013 | FP displacement of FITC-Tn7 peptide from fibrin DD(E); 0% = median of compound wells per plate;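 active means inhibition above the mean of compounds falling within the control limits plus 3 SD of them, cut at about 14% in these data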;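 further: 0% = plate median of compound wells and 100% = 10 µM Aha-Tn7 peptide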
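Assay system: Human clot-derived fibrin DD(E) complex | Buffer or medium: Tris/NaCl/CaCl2 buffer, pH 7.8 | Repeats: One replicate per compound | Benchmarks: Aha-Tn7 high control | Measure: % inhibition scaled between sample-field median and high-control FP | Schedule: 10 min plus 3 h, room temperature | Signal: Fluorescence polarization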
* hit, by the source's call.

Screening Cc1ccc(S(=O)(=O)N2CCOC2CNC(=O)C(=O)NCCc2ccccc2)cc1 (stereo not drawn) returned ADAM17 inh -6, PLC-gamma1 inh 0, ARFGAP1 inhibitor 5, proKLK7 act 0.3, DDE Tn6 FP inh -10, LEDGF integ inh -4, TDP2 absorb 4, ASAP1 GAP inh -9, ADAM10 inh -6 and Tn7 DDE FP 1.
Screening COc1ccc(CCNC(=O)CSc2nc3cc(Cl)ccc3o2)cc1OC returned ADAM17 inh 1, PLC-gamma1 inh 1, ARFGAP1 inhibitor 2, proKLK7 act -0.3, DDE Tn6 FP inh -1, LEDGF integ inh -2, TDP2 absorb -4, ASAP1 GAP inh 2, ADAM10 inh -5 and Tn7 DDE FP 4.
CCCNC(=S)N(Cc1cc2cc(C)ccc2n2nnnc12)CC(C)(C)CN(C)C was read as ADAM17 inh -1, PLC-gamma1 inh 1, ARFGAP1 inhibitor 11, proKLK7 act -0.2, DDE Tn6 FP inh 0, LEDGF integ inh 1, TDP2 absorb 13, ASAP1 GAP inh 4, ADAM10 inh 4 and Tn7 DDE FP -4.
Screening CCOC(=O)c1c(C)nc2sc3c(c2c1-c1ccc(OC)cc1)NC(c1ccccc1)NC3=O (stereo not drawn) returned ADAM17 inh 4, PLC-gamma1 inh -87, ARFGAP1 inhibitor 1, proKLK7 act -1.7, DDE Tn6 FP inh -8, LEDGF integ inh -2, TDP2 absorb -11, ASAP1 GAP inh 1, ADAM10 inh -5 and Tn7 DDE FP 1.
`O=C1/C(=C/c2ccccn2)SC(=S)N1c1cccc(O)c1` gave ADAM17 inh -1, PLC-gamma1 inh 3, ARFGAP1 inhibitor 9, proKLK7 act 0.4, DDE Tn6 FP inh 7, LEDGF integ inh -1, TDP2 absorb 6, ASAP1 GAP inh -4, ADAM10 inh 14 and Tn7 DDE FP 1.
`Brc1ccc(COCCc2cn(Cc3ccccc3)c3ccccc23)cc1` gave ADAM17 inh -8, PLC-gamma1 inh 2, ARFGAP1 inhibitor 11, proKLK7 act -0.5, DDE Tn6 FP inh -1, LEDGF integ inh -4, TDP2 absorb -3, ASAP1 GAP inh -2, ADAM10 inh -13 and Tn7 DDE FP -5.
`Nc1nc(SCC(=O)N2CCCc3ccccc32)[nH]c(=O)c1-c1ccccc1` gave ADAM17 inh 1, PLC-gamma1 inh -7, ARFGAP1 inhibitor 4, proKLK7 act 0.9, DDE Tn6 FP inh 1, LEDGF integ inh 1, TDP2 absorb -7, ASAP1 GAP inh 4, ADAM10 inh -5 and Tn7 DDE FP 0.
Screening O=C(NNC(=O)C1CC1c1ccccc1)Nc1cccc(Cl)c1 (stereo not drawn) returned ADAM17 inh -1, PLC-gamma1 inh 1, ARFGAP1 inhibitor 1, proKLK7 act 0.1, DDE Tn6 FP inh 1, LEDGF integ inh 2, TDP2 absorb 3, ASAP1 GAP inh 11, ADAM10 inh 2 and Tn7 DDE FP 2.
Cc1cc(C(=O)CC#N)c(C)n1-c1ccc(OC(F)F)cc1 was read as ADAM17 inh -6, PLC-gamma1 inh -9, ARFGAP1 inhibitor 3, proKLK7 act 0.2, DDE Tn6 FP inh -5, LEDGF integ inh 2, TDP2 absorb -1, ASAP1 GAP inh -4, ADAM10 inh -1 and Tn7 DDE FP -1.
Screening COCCn1c(SC)nnc1-c1c[nH]c2ccccc12 returned ADAM17 inh -4, PLC-gamma1 inh 1, ARFGAP1 inhibitor 1, proKLK7 act 0.3, DDE Tn6 FP inh 2, LEDGF integ inh -2, TDP2 absorb 1, ASAP1 GAP inh 15, ADAM10 inh -8 and Tn7 DDE FP 0.
For Cc1nnc(SCC(=O)NC(C)(C)C)n1NCc1ccc(Cl)cc1 the results were ADAM17 inh -7, PLC-gamma1 inh -2, ARFGAP1 inhibitor 15, proKLK7 act -0.3, DDE Tn6 FP inh 8, LEDGF integ inh -1, TDP2 absorb -9, ASAP1 GAP inh 6, ADAM10 inh -9 and Tn7 DDE FP 6.
`COC(=O)c1[nH]c2ccc(F)cc2c1NS(=O)(=O)c1ccc(OC)cc1OC` gave ADAM17 inh 1, PLC-gamma1 inh -1, ARFGAP1 inhibitor 3, proKLK7 act -0.1, DDE Tn6 FP inh -2, LEDGF integ inh -1, TDP2 absorb -8, ASAP1 GAP inh 8, ADAM10 inh 1 and Tn7 DDE FP -3.
`O=C(c1ccc(CNc2c(N3CCOCC3)c(=O)c2=O)cc1)N1CC=C(c2ccccc2)CC1` gave ADAM17 inh 0, PLC-gamma1 inh 4, ARFGAP1 inhibitor -1, proKLK7 act 0.8, DDE Tn6 FP inh 0, LEDGF integ inh 4, TDP2 absorb 9, ASAP1 GAP inh 3, ADAM10 inh -1 and Tn7 DDE FP 7.
Screening C=CCn1c(-c2cccc(S(=O)(=O)N(CC)CC)c2)n[nH]c1=S returned ADAM17 inh 0, PLC-gamma1 inh -4, ARFGAP1 inhibitor 4, proKLK7 act -0.3, DDE Tn6 FP inh 5, LEDGF integ inh 6, TDP2 absorb 4, ASAP1 GAP inh -5, ADAM10 inh -2 and Tn7 DDE FP 0.
For O=C(Cn1nc(C(=O)O)c2ccccc2c1=O)Nc1cccc(S(=O)(=O)N2CCCCC2)c1 the results were ADAM17 inh -7, PLC-gamma1 inh 1, ARFGAP1 inhibitor 7, proKLK7 act 0.3, DDE Tn6 FP inh -4, LEDGF integ inh -4, TDP2 absorb 14, ASAP1 GAP inh 2, ADAM10 inh -7 and Tn7 DDE FP 6.
Screening CC(=O)c1ccc(OCC(O)CN2CCCC(C)C2)cc1 (stereo not drawn) returned ADAM17 inh 0, PLC-gamma1 inh 2, ARFGAP1 inhibitor 15, proKLK7 act -0.4, DDE Tn6 FP inh -1, LEDGF integ inh 3, TDP2 absorb -7, ASAP1 GAP inh 12, ADAM10 inh -2 and Tn7 DDE FP -8.
Cc1nn(CCOc2cccc(Cl)c2)c(C)c1[N+](=O)[O-] was read as ADAM17 inh -3, PLC-gamma1 inh 4, ARFGAP1 inhibitor 14, proKLK7 act 0.1, DDE Tn6 FP inh -6, LEDGF integ inh -1, TDP2 absorb -6, ASAP1 GAP inh 1, ADAM10 inh 14 and Tn7 DDE FP 5.
`CCOc1ccc(-c2nnc(-c3cccs3)o2)cc1` gave ADAM17 inh -66, PLC-gamma1 inh -34, ARFGAP1 inhibitor 1, proKLK7 act -0.9, DDE Tn6 FP inh 6, LEDGF integ inh 0, TDP2 absorb 0, ASAP1 GAP inh 9, ADAM10 inh -246 and Tn7 DDE FP -7.
Screening O=C(O)c1ccc(NC(=S)NC(=O)c2cncc(Br)c2)cc1 returned ADAM17 inh -2, PLC-gamma1 inh 1, ARFGAP1 inhibitor 5, proKLK7 act -0.4, DDE Tn6 FP inh -1, LEDGF integ inh -2, TDP2 absorb 0, ASAP1 GAP inh 4, ADAM10 inh -6 and Tn7 DDE FP 2.
`Cc1ccc(OCCOCCN2CCCC2)c(Br)c1` gave ADAM17 inh -3, PLC-gamma1 inh 0, ARFGAP1 inhibitor 7, proKLK7 act 0.5, DDE Tn6 FP inh 3, LEDGF integ inh -4, TDP2 absorb 7, ASAP1 GAP inh 3, ADAM10 inh -38 and Tn7 DDE FP 3.
O=C(NNC(=O)c1cccnc1)Nc1ccccc1 was read as ADAM17 inh -1, PLC-gamma1 inh 1, ARFGAP1 inhibitor -2, proKLK7 act 0.3, DDE Tn6 FP inh 2, LEDGF integ inh -1, TDP2 absorb 8, ASAP1 GAP inh 9, ADAM10 inh -2 and Tn7 DDE FP 6.
O=C(O)C12C[C@H]3C[C@@H](C1)CC(n1ncc(N4CCN(c5ccccc5)CC4)c(Cl)c1=O)(C3)C2 was read as ADAM17 inh 4, PLC-gamma1 inh 6, ARFGAP1 inhibitor -6, proKLK7 act 0.5, DDE Tn6 FP inh -7, LEDGF integ inh 0, TDP2 absorb -9, ASAP1 GAP inh 2, ADAM10 inh -4 and Tn7 DDE FP 0.
Screening O=C(CSc1ncnc2sc3c(c12)CCC3)Nc1ccccc1C(=O)O returned ADAM17 inh -6, PLC-gamma1 inh -3, ARFGAP1 inhibitor 13, proKLK7 act 0.1, DDE Tn6 FP inh -3, LEDGF integ inh -6, TDP2 absorb 10, ASAP1 GAP inh 4, ADAM10 inh 4 and Tn7 DDE FP -1.
CC1CCN(C(=O)Cn2nnc(-c3cccs3)n2)CC1 was read as ADAM17 inh 0, PLC-gamma1 inh 2, ARFGAP1 inhibitor 4, proKLK7 act -1.0, DDE Tn6 FP inh -4, LEDGF integ inh 3, TDP2 absorb -14, ASAP1 GAP inh 2, ADAM10 inh 3 and Tn7 DDE FP 2.
For COc1cccc(OCC(Cn2cnc3ccccc32)OC(C)=O)c1 (stereo not drawn) the results were ADAM17 inh -1, PLC-gamma1 inh 0, ARFGAP1 inhibitor 11, proKLK7 act -0.3, DDE Tn6 FP inh 1, LEDGF integ inh -5, TDP2 absorb -4, ASAP1 GAP inh 8, ADAM10 inh -5 and Tn7 DDE FP -1.
Screening CC(OC(=O)Cc1coc2ccc3ccccc3c12)C(=O)NC(N)=O (stereo not drawn) returned ADAM17 inh -13, PLC-gamma1 inh -7, ARFGAP1 inhibitor 0, proKLK7 act -2.2, DDE Tn6 FP inh -7, LEDGF integ inh 0, TDP2 absorb 5, ASAP1 GAP inh -10, ADAM10 inh -26 and Tn7 DDE FP -5.
`CCc1ccc(C(=O)CN2C(=O)NC3(CCCCCC3)C2=O)cc1` gave ADAM17 inh 4, PLC-gamma1 inh 0, ARFGAP1 inhibitor 7, proKLK7 act 0.1, DDE Tn6 FP inh -3, LEDGF integ inh 1, TDP2 absorb -18, ASAP1 GAP inh -7, ADAM10 inh 8 and Tn7 DDE FP -8.
